BAP1 inh: human BAP1 deubiquitinase inhibition; Q92560; recombinant BAP1, Ub-AMC hydrolysis fluorescence kinetic; stronger effect = lower value; activity remaining (% of control), % at 20 µM; 72,000 compounds, 0.48% hits; AID 436;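 active means activity remaining at or below 50% of control, provided the compound also passes the data quality filters; inactive means the rest, including low values that fail the filters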;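 further: 100% = DMSO wells rate and 0% = substrate alone blank rate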
Target sequence (Q92560 whole entry, looked up): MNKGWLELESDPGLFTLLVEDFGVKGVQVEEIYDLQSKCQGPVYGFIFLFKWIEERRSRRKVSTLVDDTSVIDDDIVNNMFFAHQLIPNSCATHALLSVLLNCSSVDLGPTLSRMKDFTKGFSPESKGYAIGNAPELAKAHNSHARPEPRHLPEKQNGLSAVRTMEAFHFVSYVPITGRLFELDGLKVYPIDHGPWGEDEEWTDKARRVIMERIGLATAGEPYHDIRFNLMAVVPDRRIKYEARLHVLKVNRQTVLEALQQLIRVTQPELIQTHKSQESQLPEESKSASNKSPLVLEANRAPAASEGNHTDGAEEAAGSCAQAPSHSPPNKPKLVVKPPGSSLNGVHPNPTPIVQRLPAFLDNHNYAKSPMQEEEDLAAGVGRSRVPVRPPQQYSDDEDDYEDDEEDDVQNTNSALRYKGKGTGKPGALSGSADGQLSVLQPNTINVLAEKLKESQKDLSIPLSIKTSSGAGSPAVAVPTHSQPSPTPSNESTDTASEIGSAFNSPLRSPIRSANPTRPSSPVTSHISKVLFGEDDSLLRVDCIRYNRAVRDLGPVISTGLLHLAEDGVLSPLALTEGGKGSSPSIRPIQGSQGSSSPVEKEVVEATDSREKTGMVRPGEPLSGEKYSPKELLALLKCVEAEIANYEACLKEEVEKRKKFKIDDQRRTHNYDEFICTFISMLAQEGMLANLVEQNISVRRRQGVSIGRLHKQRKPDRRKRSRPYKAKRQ
HePTP inhibitor: human HePTP phosphatase inhibition; recombinant HePTP phosphatase activity, OD absorbance; inhibition, % at 20 µM; 110,000 compounds, 0.64% hits; in the data active means inhibition above about 50%;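 further: plate controls were vehicle for no effect and reference inhibitor for full effect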
Target sequence (P35236 whole entry, looked up): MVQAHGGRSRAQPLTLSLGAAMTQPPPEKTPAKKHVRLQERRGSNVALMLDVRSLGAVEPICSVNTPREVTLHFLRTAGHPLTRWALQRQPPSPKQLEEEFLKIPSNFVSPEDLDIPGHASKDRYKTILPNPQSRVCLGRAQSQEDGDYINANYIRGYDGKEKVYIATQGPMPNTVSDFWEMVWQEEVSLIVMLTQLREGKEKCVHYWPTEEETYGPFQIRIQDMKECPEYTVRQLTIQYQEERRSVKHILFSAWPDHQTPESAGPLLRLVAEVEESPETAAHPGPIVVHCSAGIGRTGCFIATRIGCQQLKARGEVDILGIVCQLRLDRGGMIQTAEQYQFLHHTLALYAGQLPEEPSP
An asterisk follows results filed as active; nt = no result given; & = joins results of further samples.

BAP1 inh,HePTP inhibitor,Structure
92,6,Cc1c(NC(=O)CSc2nnc(-c3cccc(Cl)c3)o2)c(=O)n(-c2ccccc2)n1C
nt,2,NC(=O)c1cc(NC(=O)c2cccc(F)c2)ccc1Cl
nt,3,O=C1OC(c2ccc(Cl)cc2)=C/C1=C/c1ccc(-c2ccccc2[N+](=O)[O-])o1
102,9,COCC(C)OC(=O)C(C#N)c1nc2ccccc2nc1N1CCN(Cc2ccccc2)CC1 (configuration not stated)
98,-11,COc1ccc(-c2nnc(CSc3nc4ccccc4c(=O)n3CC3CCCO3)o2)cc1OC (configuration not stated)
nt,5,NC(=O)c1c(NC(=O)COc2ccccc2)sc2c1CCCCC2
nt,5,CCCOc1ccc(N2C(=O)CC(SC(N)=Nc3ccccc3)C2=O)cc1 (configuration not stated)
nt,3,O=C1NCC2=C1C(c1ccc(Br)cc1)Nc1ccccc1N2 (configuration not stated)
80,7,O=C(Nc1ccccn1)c1ccc(=O)[nH]n1
nt,10,Cc1cccc(N2CCN(S(=O)(=O)c3ccc(Br)cc3)CC2)c1
95,0,O=C(c1c(F)cccc1F)N1CCN(c2cccc(C(F)(F)F)c2)CC1
95,4,COc1ccc(-c2nnc3ccc(SCC(=O)NCc4ccco4)nn23)cc1
nt,3,CCCC1(O)CC(c2cc(OC)ccc2OC)NC(c2cc(OC)ccc2OC)C1C (configuration not stated)
nt,-6,CCCCc1nc(N)c(C#N)c(-c2cccc(Br)c2)c1CCC
101,2,COc1ccc(CC(=O)Nc2c3c(nn2-c2cccc(C)c2C)CS(=O)C3)cc1OC (configuration not stated)
100,5,Cn1c(=O)c2c(nc(SCCN3CCOCC3)n2Cc2ccccc2Cl)n(C)c1=O
112,4,COC(=O)c1ccc(Oc2nc(NC(C)C)nc(SC)n2)cc1
79,-4,O=C(CSc1nnc2scc(-c3ccc(Cl)cc3)n12)NCc1ccc2c(c1)OCO2
91,9,C/C(=N\S(=O)(=O)c1ccc(C)cc1)N1CCN(S(=O)(=O)c2ccccc2)C1
119,2,N#CCSc1nnc(COc2ccc3ccccc3c2)o1
96,-5,CNC(=O)CN1C(=O)CSc2nc(C)cc(C)c21
nt,4,COc1ccc(NC(=O)CCCOc2ccc(Cl)cc2Cl)c(OC)c1
124,10,CC(=O)Nc1cccc(OCC(=O)NS(=O)(=O)c2ccc(Cl)cc2)c1
107,0&7,Cc1cc(=O)n2[nH]c(-c3ccc(Cl)cc3)cc2n1
54,nt,CN(C)S(=O)(=O)c1ccc2c(c1)/C(=C/c1cc3c([nH]1)CCCC3)C(=O)N2

Single records, from the list above. Values in the order: BAP1 inh, HePTP inhibitor
Results for CCCOc1ccc(N2C(=O)CC(SC(N)=Nc3ccccc3)C2=O)cc1 (configuration not stated) → nt, 5
Results for CN(C)S(=O)(=O)c1ccc2c(c1)/C(=C/c1cc3c([nH]1)CCCC3)C(=O)N2 → 54, nt

Next results follow:
BAP1 inh,HePTP inhibitor,Structure
nt,2,CCOc1ccc2nc(NC(=O)c3cccc(Br)c3)sc2c1
101,nt,CC(N)=O
nt,6,COc1ccc(C2(CNC(=O)CCc3ccccc3)CCCC2)cc1OC
60,7,CC1CCc2c(sc(NC(=O)COc3ccccc3C(C)(C)C)c2C(N)=O)C1 (configuration not stated)
111,nt,CC(NC(=O)c1cccnc1)C(c1cccs1)N1CCOCC1 (configuration not stated)
nt,-20,O=C(Nc1c(Cl)cccc1Cl)C1CCCC1
58,nt,Cc1nonc1OCCNc1ccc([N+](=O)[O-])cc1
57,7,CC(NC(=O)Nc1ccccc1O)(C(F)(F)F)C(F)(F)F
60,nt,Cc1ccc(S(=O)(=O)Nc2ccc(Br)cc2C(=O)c2ccc(Cl)cc2)cc1
nt,-1,Cc1ccc(C(=O)N/C(=C\c2ccc(C(C)C)cc2)C(=O)NCC(C)C)cc1
nt,0,Cc1[nH]c(=O)c(C#N)c2c1COC(C)(C)C2
206,nt,COc1cc(C(=O)Oc2ccc(Br)cc2C(=S)N2CCOCC2)cc(OC)c1OC
78,1,CCCC(=O)N(Cc1cc2cccc(C)c2[nH]c1=O)c1ccccc1OC
89,15,CCOC(=O)C1CCCN(C(=O)c2ccc(CS(=O)(=O)c3ccc(Br)cc3)o2)C1 (configuration not stated)
107,-4,Cc1cccc(N2CCN(CC(=O)NCC3CCCCC3)CC2)c1C
111,nt,CCOc1ccc(NC(=O)COc2ccc(C)cc2Br)cc1
83,5,Cc1ccccc1Cn1c(=O)c2c(nc3n2CCN3Cc2ccco2)n(C)c1=O
89,12,O=C(CSc1nnc(-c2ccccc2)o1)NC1CCCCC1
nt,7,CCOc1ccc(N(CC(=O)Nc2ccc(Cl)cc2)S(=O)(=O)c2ccc(SC)cc2)cc1
nt,-6,CCOC(=O)Cc1csc(NC(=O)CSc2ncnc3c2cnn3-c2ccc(OC)cc2)n1
110,3,CCCN(CCC)c1ncnc2c1cnn2-c1ccc(OC)cc1
93,5&8,CN(C)c1cccc(C(=O)NCC2CCCO2)c1 (configuration not stated)
81,-3,CCn1cc(C(=O)NC2CCCCC2C)c(=O)c2ccc(C)nc21 (configuration not stated)
151,7&-2,CCOC(=O)C1=C(N)Oc2cc(O)ccc2C1c1cccnc1 (configuration not stated)
102,1,COC(=O)CSc1nnc(SCc2ccc(OC)cc2)s1
103,21,Cn1c(=O)c2c(nc(CN3CCN(c4ccccc4)CC3)n2Cc2ccccc2F)n(C)c1=O
96,0,O=C(CN1CCOCC1)NCc1ccccc1
nt,5,CS(=O)(=O)N(CC(=O)NCC1CCCO1)c1ccc(Cl)c(Cl)c1 (configuration not stated)
126,-2,CC(NS(=O)(=O)c1ccccc1)C(c1cccs1)N1CCN(C)CC1 (configuration not stated)
107,6,Cc1cnc(C(=O)Nc2nnc(C)s2)cn1
82,-4,CC(C)CCSc1nc2c(c(=O)[nH]c(=O)n2C)n1CCCc1ccccc1
132,4,CC1=C(C)CC(C(=O)Nc2ccc(S(=O)(=O)N3CCOCC3)cc2)C(C(=O)O)C1 (configuration not stated)
nt,0,O=C(O)C1CC=CCC1C(=O)Nc1ccccc1Nc1ccccc1 (configuration not stated)
143,4,COc1ccc(NC(=O)CSC2CCCCC2)cc1
nt,4,COc1ccc(/C=N/Nc2nc(C)cc(-c3ccccc3)n2)c(OC)c1
99,6,CCC(C)NC(=O)CSc1nc2ccc(N3CCOCC3)cc2c(=O)n1CCc1ccccc1 (configuration not stated)
nt,1,COc1ccc(Cl)cc1NC(=O)COc1ccccc1C
nt,-14,COC(=O)C1=C(C)N(c2ccc(Br)cc2)/C(=C\c2ccc(OCC(=O)Nc3ccccc3OC)cc2)C1=O
110,6,CCCn1c(SCC(=O)N2CCc3ccccc32)nnc1-c1ccncc1
84,20,N#CC1=C(N)OC2=C(CCC/C2=C/c2ccoc2)C1c1ccoc1 (configuration not stated)
nt,2,O=C(Nc1ccc(Cl)cc1)C1CC(=O)N(c2ccccc2)C1 (configuration not stated)
nt,5,COc1ccc(CCNC(=O)c2ccccc2[N+](=O)[O-])cc1OC
nt,8,CCOCCOC(=O)c1ccc(NC(=O)c2ccc(OC)c(OC)c2)cc1
95,-1,CCOC(=O)c1nnn(-c2nonc2-c2ccccc2)c1C
98,-2,COc1cc(SC)ccc1C(=O)NC1CCCCC1
83,5,COc1ccc(C(=O)Cn2nnc(-c3ccc(N4CCOCC4)cc3)n2)cc1OC
nt,6,O=C(CCCCC(=O)NN=Cc1cc(Br)ccc1O)NN=Cc1cc(Br)ccc1O
69,5,Cc1cc(C)n2c(Br)c(CSc3nc4ccccc4o3)nc2n1
nt,4,CC1CCN(C(=O)c2ccccc2N(Cc2ccccc2)S(=O)(=O)c2ccccc2)CC1
101,3,COC(=O)C(C(=O)OC)N1C(=O)CCC1=O

(cont.)
BAP1 inh,HePTP inhibitor,Structure
101,9,COc1cccc(N2CCN(c3c4c(nc5ncnn35)CCC4)CC2)c1
nt,-4,Cc1ccc2c(c1)C(C)CC(C)(C)N2C(=O)Nc1ccccc1 (configuration not stated)
nt,-7,CCc1ccccc1NC(=O)c1ccc(I)cc1
nt,4,Cc1ccc(S(=O)(=O)Nc2ccccc2C(O)C[N+](=O)[O-])cc1 (configuration not stated)
nt,5,COc1cc(C(=O)NCc2ccc(C(C)C)cc2)cc(OC)c1OC
nt,-12,CC1=C(C(=O)OCc2ccccc2)C(c2cccc(Cl)c2Cl)C2=C(CCCC2=O)N1 (configuration not stated)
nt,3,O=c1c2c([nH]n1-c1ccccc1)CCC2
nt,-1,CCOc1cccc(/C=N/NC(=O)CSc2nc3ccccc3n2CC)c1O
131,-6,Cn1nnc(NC(=O)COc2ccc(C3CCCCC3)cc2)n1
228,2,COc1c(C)cccc1C(=O)Nc1cc(Cl)ccc1N1CCOCC1
nt,2,CCOC(=O)c1sc(-n2nc(C)cc2C)nc1C
nt,4,C=CCOc1ccc(Cl)cc1/C=C1/C(=N)N2N=C(CCC)SC2=NC1=O
nt,6,COc1ccc(Oc2coc3c(CN(C)C)c(O)ccc3c2=O)cc1
nt,-2,CCNC(=O)/C(C#N)=C/c1ccc(Cl)cc1Cl
nt,2,O=C(Nc1c(C(=O)Nc2cccc(F)c2)oc2ccccc12)c1ccc2c(c1)OCO2
126,nt,CC(=O)Oc1c(Br)cc(N(C(C)=O)S(=O)(=O)c2ccccc2)c2ccccc12
98,-3,CC1(C)OC(=O)C(=CNCC(O)c2ccccc2)C(=O)O1 (configuration not stated)
106&76,nt,CCCCS(=O)(=O)NC1=NCN(CC)CN1
90,15,O=S1(=O)CCN2C(=N1)Sc1c2ccc2c1CCCC2
nt,-4,C/C=C/C(=O)N1c2ccc(OC)cc2C(C)=CC1(C)C
88,-5,CCCCC(CC)CNC(=O)c1[nH]c(C)c(C(C)=O)c1C (configuration not stated)
103,0,CSc1nc2ccc(S(=O)(=O)Nc3c(C)n(C)n(-c4ccccc4)c3=O)cc2s1
nt,9,Cc1cc(C)n2c(SCCC(C)C)nnc2n1
97,-1,N=c1c2c(n(Cc3ccc(Cl)c(Cl)c3)c3c1CCC3)CCCC2
51,nt,O=C(Nc1ccc(Br)cn1)c1ccc([N+](=O)[O-])o1
94,3,COc1cc(C(=O)N2CCN(C(=O)Cc3ccccc3)CC2)cc(OC)c1OC
nt,3,Cc1nc(SCc2ccccc2)nc2ccccc12
96,-6&-4,NS(=O)(=O)c1ccc(CCNC2CC(=O)N(CCc3ccccc3)C2=O)cc1 (configuration not stated)
255,nt,CCC1CCCCN1C(=O)c1ccc(OC)cc1 (configuration not stated)
103,16,CCC1CCCCN1CCNS(=O)(=O)c1ccc2c(c1)oc(=O)n2C (configuration not stated)
113,nt,Cc1ccc(-n2nc3c(c2NC(=O)c2ccc(Br)cc2)CSC3)c(C)c1
114,2,CCOC(=O)C(C)Sc1ccc2nnc(-c3ccc(F)cc3)n2n1 (configuration not stated)
94,-6,CCc1nnc(NC(=O)c2ccc(NS(=O)(=O)c3ccccc3)cc2)s1
91,0,CC(OC(=O)c1nsc(Cl)c1Cl)C(=O)NCc1ccco1 (configuration not stated)
103,7,O=C(CCc1ccccc1)N1CCN(CCO)CC1
95,3,Cc1cccc(NC(=O)CN2CCN(CC(=O)Nc3cccc(C)c3)CC2)c1
nt,47,CCOC(=O)c1ccc(N2NC(=O)/C(=C/C=C/c3cccc([N+](=O)[O-])c3)C2=O)cc1
100,12,O=C(CSc1nc(-c2ccccc2)cc(=O)[nH]1)N1CCc2ccccc21
nt,-7,O=[N+]([O-])c1ccc(NCCCNS(=O)(=O)c2ccc(Cl)cc2)c(Cl)c1
90,2,O=S(=O)(c1ccc2c(c1)OCCO2)N1CCC(O)(c2ccc(Cl)cc2)CC1
nt,11,Cc1ccc2oc(-c3ccc(NC(=O)c4ccc(Br)o4)c(C)c3)nc2c1
nt,2,CCN(CC)c1ccc(/C=N/Nc2nn[nH]n2)c(O)c1
nt,-5,CCCc1nn2c(N)c(/C=C3\C=C(Br)C=CC3=O)c(=O)nc2s1
126,1,CCC(c1nnc(SCCNCCO)n1CCN1CCOCC1)N(C)C (configuration not stated)
nt,13,Cc1ccc(CNC(=O)CSc2nc(N3CCCCC3)nc(N3CCCCC3)n2)cc1
nt,2,COc1cccc(OCCCCS)c1
nt,-2,COC(=O)CSc1nc(N)c(C#N)c(-c2ccc(OC)cc2)c1C#N

14 entries out of the list, ordered by heavy-atom count, smallest number first.
BAP1 inh,HePTP inhibitor,Structure
nt,2,COc1cccc(OCCCCS)c1
255,nt,CCC1CCCCN1C(=O)c1ccc(OC)cc1 (configuration not stated)
103,7,O=C(CCc1ccccc1)N1CCN(CCO)CC1
nt,2,CCN(CC)c1ccc(/C=N/Nc2nn[nH]n2)c(O)c1
91,0,CC(OC(=O)c1nsc(Cl)c1Cl)C(=O)NCc1ccco1 (configuration not stated)
nt,-5,CCCc1nn2c(N)c(/C=C3\C=C(Br)C=CC3=O)c(=O)nc2s1
114,2,CCOC(=O)C(C)Sc1ccc2nnc(-c3ccc(F)cc3)n2n1 (configuration not stated)
103,16,CCC1CCCCN1CCNS(=O)(=O)c1ccc2c(c1)oc(=O)n2C (configuration not stated)
94,-6,CCc1nnc(NC(=O)c2ccc(NS(=O)(=O)c3ccccc3)cc2)s1
90,2,O=S(=O)(c1ccc2c(c1)OCCO2)N1CCC(O)(c2ccc(Cl)cc2)CC1
95,3,Cc1cccc(NC(=O)CN2CCN(CC(=O)Nc3cccc(C)c3)CC2)c1
94,3,COc1cc(C(=O)N2CCN(C(=O)Cc3ccccc3)CC2)cc(OC)c1OC
nt,47,CCOC(=O)c1ccc(N2NC(=O)/C(=C/C=C/c3cccc([N+](=O)[O-])c3)C2=O)cc1
nt,13,Cc1ccc(CNC(=O)CSc2nc(N3CCCCC3)nc(N3CCCCC3)n2)cc1
